BLM helicase inh = blocks DNA unwinding by human BLM helicase | P54132 | recombinant BLM DNA unwinding, fluorescence dequenching | Potency, µM (titrated, usually from 56.1 µM), inactives show at the highest dose activity change, negative = inhibition, hits mostly inhibitors | actives 0.2% (n = 350,000) | AID 2528;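 note: plate controls were vehicle for no effect and no enzyme for full effect; nearly all actives have a fitted effect of over 35% in size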
Target sequence (P54132 whole entry, looked up): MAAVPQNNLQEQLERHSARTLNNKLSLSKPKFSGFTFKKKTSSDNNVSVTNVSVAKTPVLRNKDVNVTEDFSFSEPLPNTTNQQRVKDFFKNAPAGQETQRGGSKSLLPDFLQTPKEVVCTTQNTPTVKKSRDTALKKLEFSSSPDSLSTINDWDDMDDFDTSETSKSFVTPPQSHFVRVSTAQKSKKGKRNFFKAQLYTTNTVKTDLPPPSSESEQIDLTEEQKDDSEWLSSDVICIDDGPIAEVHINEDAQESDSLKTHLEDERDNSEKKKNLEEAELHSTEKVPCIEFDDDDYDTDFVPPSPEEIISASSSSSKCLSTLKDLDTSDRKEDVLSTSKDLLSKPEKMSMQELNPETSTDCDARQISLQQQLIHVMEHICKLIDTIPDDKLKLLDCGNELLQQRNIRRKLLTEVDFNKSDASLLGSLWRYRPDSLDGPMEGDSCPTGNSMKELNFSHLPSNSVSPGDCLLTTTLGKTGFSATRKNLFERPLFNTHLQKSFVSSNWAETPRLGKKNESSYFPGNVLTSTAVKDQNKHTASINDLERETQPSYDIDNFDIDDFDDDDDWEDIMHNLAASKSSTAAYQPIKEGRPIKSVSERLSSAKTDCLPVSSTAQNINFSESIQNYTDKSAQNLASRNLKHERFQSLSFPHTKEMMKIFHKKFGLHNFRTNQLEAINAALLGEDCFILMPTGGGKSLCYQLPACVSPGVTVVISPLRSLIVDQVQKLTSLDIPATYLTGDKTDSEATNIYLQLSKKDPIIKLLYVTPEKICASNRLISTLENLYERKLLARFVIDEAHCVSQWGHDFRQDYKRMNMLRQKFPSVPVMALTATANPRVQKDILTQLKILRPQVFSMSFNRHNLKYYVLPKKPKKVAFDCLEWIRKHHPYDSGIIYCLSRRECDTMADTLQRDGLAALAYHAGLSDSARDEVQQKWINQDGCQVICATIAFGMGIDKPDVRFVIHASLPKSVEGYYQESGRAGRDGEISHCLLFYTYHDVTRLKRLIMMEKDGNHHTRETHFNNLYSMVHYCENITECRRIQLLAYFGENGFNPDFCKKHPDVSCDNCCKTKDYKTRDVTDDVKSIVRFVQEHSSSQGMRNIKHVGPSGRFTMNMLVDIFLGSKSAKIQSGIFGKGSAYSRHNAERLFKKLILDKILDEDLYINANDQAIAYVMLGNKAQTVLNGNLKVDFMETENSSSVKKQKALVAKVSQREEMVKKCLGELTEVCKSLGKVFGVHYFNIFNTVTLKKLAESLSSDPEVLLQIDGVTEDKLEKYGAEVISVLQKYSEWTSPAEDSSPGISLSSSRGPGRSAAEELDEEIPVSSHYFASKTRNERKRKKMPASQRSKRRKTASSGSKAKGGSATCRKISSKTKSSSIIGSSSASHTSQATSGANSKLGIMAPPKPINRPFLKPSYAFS
APE1 inh = inhibitors of human APE1 endonuclease | P27695 | recombinant APE1, TAMRA/BHQ-2 abasic DNA cleavage fluorescence | Potency, µM (titrated, usually from 65.8 µM), for inactives: at the highest dose activity change, negative = inhibition, actives largely listed as inhibitors | actives 0.35% (n = 350,000);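 note: plate controls were vehicle for no effect and reference inhibitor for full effect; nearly all actives have a fitted effect of over 55% in size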
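Kinetic fluorescence read (525 ex/598 em nm, three reads 60 s apart) of AP-site incision; signal = third minus first read. Enzyme 0.75 nM, dual-labelled THF duplex 50 nM, compound preincubation 15 min RT.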
An asterisk follows results filed as active; u = inconclusive; & = joins results of further samples; [ ] = dose if it differs, or a comment. Calls come from the whole dose curve; as a rule, active = well fitted curve in the direction sought with a large enough effect; inconclusive = small, poorly fitted or top-dose-only effect, or another doubt; inactive = no such curve, though single readings can be large; an effect the other way counts as inactive or inconclusive. Potency is the fitted concentration of half-maximal effect. Some of the compounds tested, so the mix of outcomes need not match the whole.

The line under a structure holds: BLM helicase inh	APE1 inh
COC(=O)[C@@H]1CC[C@H](C)[C@@H](c2ccc(C)cc2)N1C(=O)c1ccc(/C=N\O[C@@H](C)CN2CCCc3nc(C)c(C)cc32)cc1
→ 6.4%[12.4 µM]	3.7%[12.4 µM]
CCCCNc1nc(C)nc2c1nc(-c1ccccc1)n2CCN1CCCC1
→ 1.7%	-3.5%
O[C@H](CN1CCN(c2cccc(Cl)c2)CC1)C(c1ccccc1)c1ccccc1
→ -12.4%	u
CCC1=C2CC[C@H]3C(=O)N(CC(=O)OC)C(=O)[C@H]3[C@H]2[C@@]2(C)C(=O)N(CC3CC3)C(=O)N2C1=O
→ 5.1%	-2.6%
COc1ccc2c(c1)O[C@@H](c1ccc3c(c1)OCO3)[C@H](OC(=O)N[C@H]1CCCc3ccccc31)C2=O
→ -2.5%	1.5%
COC(=O)[C@@]1(Cc2ccc(F)cc2)[C@H]2c3cc(C(=O)N(C)C)n(CCc4c[nH]c5ccc(OC)cc45)c3C[C@H]2CN1C(=O)c1ccccc1
→ -9.6%	-5.7%
CCCn1c(C)nc2c(NCCCN(CCO)CCO)nc(C)nc21
→ 1.2%	-4.3%
CC(C)(C)N1C(=O)[C@H]2[C@H]3[C@H](O)[C@H](O)C/C(=N/OCc4ccccc4)[C@H]3CC[C@@H]2C1=O
→ 1.8%[12.4 µM]	u
CCCn1c(-c2ccc(F)cc2)nc2c(N3CCN(Cc4nc(OC)cc(OC)n4)CC3)nc(C)nc21
→ -8.7%	-11.0%
COC(=O)[C@@H](NC(=O)N1CCc2nc(-c3ccc(OC)cc3C)c3c(c2C1)CO[C@@H](c1ccccc1)C3)C(C)C
→ -3.0%[12.4 µM]	-1.2%[12.4 µM]
COC(=O)[C@H](Cc1ccccc1)NC(=O)[C@H]1C[C@@H]1[C@H](NC(=O)OCc1ccccc1)c1ccccc1
→ -3.4%	u
COc1cccc([C@@H]2Oc3ccc(OC)cc3C[C@H]2OC(=O)N[C@H](C)C2CCCCC2)c1
→ 2.1%	3.1%
C=CCC(Nc1ccc(OC)cc1)C(=O)OCC (stereo not drawn)
→ 48.1%[activator]	u
CCOC(=O)OCC1OC(c2ccccc2)C=CC1OC(=O)OCC (stereo not drawn)
→ 0.4%[12.4 µM]	1.6%[12.4 µM]
C=CC1=C2C=C(C3CC3)N(Cc3ccco3)C=C2C(=O)C(C)(OC(=O)c2ccco2)C1=O (stereo not drawn)
→ -4.1%[12.4 µM]	1.7%[12.4 µM]
CCCCCC(=O)c1cc(CC(C(=O)OC)C(=O)OC)cc2cc(OC)c(OC)cc12
→ -6.3%[12.4 µM]	u
C#CCCCO/N=C1/C[C@@H](O)[C@@H](O)[C@@H]2[C@@H]3C(=O)N(Cc4ccc5c(c4)OCO5)C(=O)[C@H]3CC[C@@H]12
→ 2.5%[12.4 µM]	-2.6%[12.4 µM]
C#CCCCO/N=C1/C[C@@H](O)[C@@H](O)[C@@H]2[C@@H]3C(=O)N(C(C)(C)C)C(=O)[C@H]3CC[C@@H]12
→ -2.2%[12.4 µM]	-4.2%[12.4 µM]
COc1ccc([C@H]2c3cc(OC)c(OC)cc3C[C@@H](C)[C@@H]2C)cc1OC
→ -3.5%	-10.1%
O=C(/C=C\c1ccccc1)c1ccccc1O
→ 0.7%[12.4 µM]	1.1%[12.4 µM]
Cn1c(N)c(C(=O)COC(=O)c2cc(-c3ccccc3)nc3ccccc23)c(=O)n(C)c1=O
→ -7.6%	-6.5%
C/C(CCN1CCCCc2nc(C)c(C)cc21)=N\O[C@@H](C)c1cc(-c2c(C)cc(C)cc2C)no1
→ 2.5%[12.4 µM]	u
CC(C)=NOCc1cccc(-c2cc(-c3ccccc3)no2)c1
→ 2.9%[12.4 µM]	30.5%[12.4 µM]
CCCCc1nc2c(c3c1C[C@H](C)OC3)CN(S(=O)(=O)c1ccccc1C(=O)OC)CC2
→ 1.3%[12.4 µM]	-1.5%[12.4 µM]
CCCCCCCC1=Cc2ccccc2C(C(C(=O)OC)C(=O)OC)N1C(=O)OC (stereo not drawn)
→ -4.6%[12.4 µM]	-11.1%[12.4 µM]
C[C@H]1Cc2c(COc3ccccc3)nc3c(c2CO1)CN(C(=O)C1CC1)CC3
→ -3.6%[12.4 µM]	-1.4%[12.4 µM]
CCC/C=C(\CCC)C(NP(=O)(c1ccccc1)c1ccccc1)c1ccc(C(F)(F)F)cc1 (stereo not drawn)
→ -13.6%	-8.6%
O=C1C=CC2=C3c4cc(O)c(O)cc4C[C@@]3(O)COC2=C1
→ -16.7%	12.6µM*
FC(F)(F)c1ccc(C2[C@H]3CN(CC4CCCCC4)[C@H](c4ccccc4)C34CC2(c2ccccc2)C4)cc1 (stereo partly drawn)
→ -3.8%	-2.8%
O=C(N/N=C1/C[C@@H](O)[C@@H](O)[C@@H]2[C@@H]3C(=O)N(Cc4ccc5c(c4)OCO5)C(=O)[C@H]3CC[C@H]12)OCc1ccccc1
→ 3.4%[12.4 µM]	u

Further structures follow:
The line under a structure holds: BLM helicase inh	APE1 inh
CC/C=C\CC[C@H](OC(=O)c1ccc(Br)cc1)C1=CCCCC1=O
→ -0.5%[12.4 µM]	-1.5%[12.4 µM]
CC1(O)/C=C\C=C(\CO)C2CC(C)(C)C2(O)CC1 (stereo not drawn)
→ 0.4%	0.4%
COC(=O)N(/C=C/c1ccc(OC)cc1)CCc1ccc(OC)c(OC)c1
→ -3.4%[12.4 µM]	u
COC(=O)CC1c2ccccc2C(Cc2ccc3c(c2)OCO3)=C(C)N1C(=O)OC (stereo not drawn)
→ -1.1%	u
COc1ccc(-c2nc3c(c4c2C[C@H](c2ccccc2)OC4)CN(C(=O)c2cccnc2)CC3)c(C)c1
→ 0.7%[12.4 µM]	-2.6%[12.4 µM]
COC(=O)C/C=C\[C@@H](C)[C@@H](/C=N\OC[C@@H](C)[C@H](OCc1ccccc1)C(C)C)OC
→ -1.4%[12.4 µM]	34.3%[activator][12.4 µM]
CC(=O)OC[C@@H]1O[C@H](CCO/N=C(\C)CCN2CCCCc3nc(C)c(C)cc32)C=C[C@@H]1OC(C)=O
→ 1.5%[12.4 µM]	u
C[C@@]12CC(=O)C3=C(CCCC3=O)N1CCc1ccccc12
→ -5.2%	-1.7%
CC12C=C(/C=C/c3ccc(Br)cc3)C(C)(C1)C(c1ccc(Br)cc1)CC2=O (stereo not drawn)
→ 1.8%[12.4 µM]	18.7%[12.4 µM]
CC(C)C[C@@H](CC(=O)N[C@@H](CCC(=O)O)CC(=O)O)NC(=O)[C@@H]1CCCC[C@H]1NC(=O)C[C@@H](NC(=O)C[C@H](Cc1ccccc1)NC(=O)[C@@H]1CCCC[C@H]1N)C(C)C
→ 3.2%	0.3%
COC(=O)c1ccc(C(NC(=O)OCc2ccccc2)/C(F)=C/[C@@H](C)C(=O)NCc2cc(F)cc(F)c2)cc1 (stereo partly drawn)
→ 1.3%	8.6%
C=CCNC(=O)N1CCc2nc(-c3ccccc3)c3c(c2C1)CO[C@@H](C)C3
→ -2.8%[12.4 µM]	-1.1%[12.4 µM]
O=C(O)C(Oc1ccc2ccc(=O)oc2c1)c1ccccc1 (stereo not drawn)
→ 3.3%	3.3%
COc1ccc(-c2nc3c(c4c2C[C@H](c2ccccc2)OC4)CN(C(=O)c2cc(I)ccc2F)CC3)c(C)c1
→ -6.0%[12.4 µM]	-5.1%[12.4 µM]
CCOC(=O)N/N=C1/C[C@@H](O)[C@@H](O)[C@@H]2[C@@H]3C(=O)N(Cc4ccc5c(c4)OCO5)C(=O)[C@H]3CC[C@@H]12
→ 3.8%[12.4 µM]	u
COC(=O)c1ccc(C(NC(=O)OCc2ccccc2)/C(C)=C/[C@@H](C)C(=O)NCc2nn(-c3ccccc3)nc2C)cc1 (stereo partly drawn)
→ -7.9%	u
Cc1ccc(CNC(=O)[C@@H]2C[C@H]2[C@@H](NP(=O)(c2ccccc2)c2ccccc2)c2ccccc2)o1
→ -5.9%	-3.0%
CCCn1c(C)nc2c(NCC3CCCN3CC)nc(C)nc21 (stereo not drawn)
→ 4.5%	16.0%
CC(C)=CCC/C(C)=C/CO/N=C1/C[C@@H](O)[C@@H](O)[C@@H]2[C@@H]3C(=O)N(Cc4ccc5c(c4)OCO5)C(=O)[C@H]3CC[C@H]12
→ -8.5%[12.4 µM]	u
COc1ccc(O[C@H]2C=C[C@@H](c3ccccc3)O[C@H]2CO/N=C\C[C@@H]2C=C[C@H](OC(C)=O)[C@H](COC(C)=O)O2)cc1
→ -2.4%[12.4 µM]	u
CCCNC(=O)OC[C@@H]1O[C@H](CCO/N=C\c2ccc(C(=O)N3[C@H](c4ccc(C)cc4)[C@@H](C)CC[C@H]3C(=O)OC)cc2)C=C[C@@H]1Oc1ccc(OC)cc1
→ -6.8%[12.4 µM]	u
NCCC[C@@H](CC(=O)N[C@@H]1CCNC[C@H]1C(=O)N[C@H](CC(=O)N[C@@H](CCC(=O)O)CC(=O)O)Cc1c[nH]c2ccccc12)NC(=O)C[C@H](Cc1c[nH]c2ccccc12)NC(=O)[C@@H]1CCCC[C@H]1N
→ 0.5%	2.0%
Cc1ccc(S(=O)(=O)N[C@H]2COC(=O)[C@H](C)COC(=O)C/C=C\[C@H]2C)cc1
→ 0.7%[12.4 µM]	15.4%[12.4 µM]
CCCCCC(O)/C=C/C=O (stereo not drawn)
→ -1.7%	1.9%
C=C(Nc1ccc(OC)cc1)C(=O)OC
→ 4.2%	0.5%
COc1cc(O)c(C(=O)/C=C\c2ccc3c(c2)OCO3)c(OC)c1
→ -1.2%[12.4 µM]	44.1%[activator][12.4 µM]
CC(C)CO/N=C1/C[C@@H](O)[C@@H](O)[C@@H]2[C@@H]3C(=O)N(Cc4ccccc4)C(=O)[C@H]3CC[C@@H]12
→ -3.6%[12.4 µM]	14.4%[12.4 µM]
COCCNc1nc(C)nc2c1nc(-c1ccccc1)n2CCCN1CCCCC1C (stereo not drawn)
→ 1.7%	-10.1%
CCOC(=O)CCN1C(=O)[C@H]2[C@H]3[C@H](O)[C@H](O)C/C(=N/OC[C@@H](O)COCc4ccco4)[C@H]3CC[C@@H]2C1=O
→ 3.8%[12.4 µM]	20.5%[12.4 µM]
COC(=O)C(C(=O)OC)C1O[C@@]23COCCC2(C)C3c2ccccc21 (stereo partly drawn)
→ 2.5%[12.4 µM]	u

Of the compounds above, these contain an NH in an aromatic ring.
The line under a structure holds: BLM helicase inh	APE1 inh
COC(=O)[C@@]1(Cc2ccc(F)cc2)[C@H]2c3cc(C(=O)N(C)C)n(CCc4c[nH]c5ccc(OC)cc45)c3C[C@H]2CN1C(=O)c1ccccc1
→ -9.6%	-5.7%
NCCC[C@@H](CC(=O)N[C@@H]1CCNC[C@H]1C(=O)N[C@H](CC(=O)N[C@@H](CCC(=O)O)CC(=O)O)Cc1c[nH]c2ccccc12)NC(=O)C[C@H](Cc1c[nH]c2ccccc12)NC(=O)[C@@H]1CCCC[C@H]1N
→ 0.5%	2.0%

Next section:
The line under a structure holds: BLM helicase inh	APE1 inh
CCc1cc2c(nc1CC)CCN(CC/C(C)=N/O[C@@H]1O[C@H](COC(C)=O)[C@H](OC(C)=O)[C@H](OC(C)=O)[C@H]1OC(C)=O)C2
→ -0.5%[12.4 µM]	-2.7%[12.4 µM]
C=C1C[C@@]23CC4C5[C@@]6(C)C[C@H](O)C[C@@]57C2[C@H](O)[C@@H]1[C@H](O)[C@H]3[C@H]7N4C6
→ -0.1%	u
C[C@@]1(C(NC(=O)c2ccc(-c3ccccc3)cc2)c2ccc(Cl)cc2)C[C@H]1C1CCCCC1 (stereo partly drawn)
→ -3.4%	-4.9%
C/C(CCN1CCc2nc(-c3ccccc3)c(-c3ccccc3)cc2C1)=N\O[C@@H](C)c1cn([C@@H]2COC[C@@H]2O)nn1
→ 1.6%[12.4 µM]	33.5%[12.4 µM]
CC(=O)CCOC1CCCCO1 (stereo not drawn)
→ 1.6%	18.3%
CC(C)=NOCc1ccc(-c2cn([C@@H]3COC[C@@H]3O)nn2)cc1
→ -10.1%[12.4 µM]	32.1%[activator][12.4 µM]
CNC1=C(Br)C(=O)c2ccncc2C1=O
→ 14.1µM*	u
Cc1nc(NCc2ccccc2)c2nc(-c3ccccc3)n(CCCN(C)C)c2n1
→ 0.8%	-4.9%
CC(Nc1oc(-c2ccccc2)nc1-c1ccc(C(F)(F)F)cc1)c1ccccc1 (stereo not drawn)
→ 1.7%	3.1%
COCCNC(=O)C1(CC(C)C)C=CCN1C(=O)c1ccccc1 (stereo not drawn)
→ 0.9%	1.1%
COC(=O)[C@@]1(C)C=C[C@@H](Cc2ccccc2)N1C
→ -5.3%	9.1%
COC(=O)[C@@]1(Cc2ccc(OC)cc2)[C@H]2c3cc(C(=O)N4CCCC4)n(Cc4ccc(Cl)c(C(F)(F)F)c4)c3C[C@H]2CN1C(=O)c1ccccc1
→ -2.5%	4.0%
COC(=O)c1ccc(C(NC(=O)OCc2ccccc2)/C(=C/[C@@H](C)C(=O)NCc2cc(F)cc(F)c2)c2cccnc2)cc1 (stereo partly drawn)
→ -6.6%	-9.3%
C=C(C)C(=O)OCC1CN2C(CCC(C)C2c2ccc(Br)cc2)C(=O)O1 (stereo not drawn)
→ -2.5%&1.5%&-5.6%[12.4 µM]	15.5%&32.8%&12.5%[12.4 µM]
COC(=O)[C@@]1(Cc2ccc(F)cc2)[C@@H]2[C@@H](CC(=O)[C@H]2CC(=O)C(=O)N2CCCC2)CN1C(=O)c1ccccc1
→ -2.4%	-5.4%

Screening results from PubChem.
